Screens from PubChem.
PostGolgi yeast – growth inhibition of a yeast mutant, post-Golgi transport screen | post-Golgi transport phenotypic cell assay | inhibition, % at 10 µM | 0.9% of 98,000 active | AID 739;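 further: yeast cells grown in 1536-well plates; yeast grown about 18 h at 30C before absorbance read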
PostGolgi ctrl – yeast control strain growth, post-Golgi counter-screen | efflux-deficient yeast background strain, growth absorbance A615, 16 h | inhibition, % at 10 µM | 5% of 98,000 active
An asterisk follows results filed as active. No stated cut-off is given here; in the data, active means inhibition above about 30%; inactive means the rest.

Results follow in this order: PostGolgi yeast | PostGolgi ctrl
> CC(=O)N1c2c(cc(Br)cc2S(=O)(=O)NCc2ccc3c(c2)OCO3)CC1C (centres undefined)
  -1.2 | -0.6
> CC(C)(C)NC(=O)NC(=O)COC(=O)COc1ccc2c(c1)CCC2
  2.6 | 2.6
> O=C(Nc1ccccn1)c1ccc(NC(=O)c2ccco2)cc1
  4.2 | 35.0*
> CCCC(=O)NCCc1cc2ccc(C)c(C)c2[nH]c1=O
  -11.3 | -1.2
> O=C(O)C1=C(C(=O)N2CCN(C(=O)c3ccco3)CC2)CCCC1
  1.3 | 3.5
> O=C(Cn1cnc2c(cnn2-c2ccccc2)c1=O)N1CCOCC1
  0.8 | -9.5
> O=C(O)c1ccc(CN2CCCCC2)o1
  0.8 | 1.7
> O=C1c2ccccc2C(Nc2cccnc2)N1Cc1ccc2c(c1)OCO2 (centres undefined)
  -0.2 | -7.3
> Cc1ccc(C(O)c2nccn2C)o1 (centres undefined)
  1.4 | -1.3
> O=C1CN(C(=O)c2ccccn2)c2ccccc2N1
  -7.2 | -12.9
> CCOc1ccc(Nc2nc(Cc3nnc(SCC(N)=O)o3)cs2)cc1
  -1.4 | -6.5
> Cc1c(C(=O)NCc2cccnc2)oc2ccc(S(=O)(=O)N3CCCCCC3)cc12
  -1.3 | 41.6*
> COCCCNC(=O)CN1C(=O)CSc2ncccc21
  -1.1 | -4.3
> Cc1cccc(N(C)C(=O)CCS(=O)(=O)c2cccc3nonc23)c1
  25.9 | -4.6
> c1ccc2sc(N3CCN(Cc4nnnn4CC4CCCO4)CC3)nc2c1 (centres undefined)
  -2.3 | 7.3
> O=C(c1ccccc1Cl)N1CCC(c2nc3c(nnn3Cc3ccco3)c(=O)[nH]2)CC1
  2.0 | 14.9
> CCC1(CC)C(=O)N=C2c3ccccc3C(=O)N21
  2.2 | -3.5
> Cc1cc(NC(=O)c2cccc(S(=O)(=O)N3CCOCC3)c2)c2ccccc2n1
  8.6 | -0.1
> COc1cc(CNc2ccc(C)c(C)c2)cc(OC)c1OC
  3.9 | 6.8
> COc1cc(C)c(C(C)C)cc1S(=O)(=O)N1CCOCC1
  3.4 | 23.4
> COc1cc(C(=O)Nc2nc(OC)c(-c3ccccc3)c(OC)n2)cc(OC)c1OC
  -3.0 | 11.3
> O=C(Cn1cc2c(n1)CCCC2)NCc1cccc(Cl)c1
  -6.6 | 13.6
> C=CCOc1nc2c(c(=O)n(Cc3ccc(Cl)cc3)c(=O)n2C)n1C
  -9.7 | 3.0
> CCOC(=O)C1CCN(S(=O)(=O)c2cn(C)c(=O)n(C)c2=O)CC1
  1.0 | 3.9
> COc1ccccc1-c1cc2nc(C)c(CCC(=O)NCc3ccco3)c(C)n2n1
  8.7 | 8.5
> Cc1cccc(C)c1NC(=O)C(c1cccs1)N(Cc1ccco1)C(=O)Cn1nnc2ccccc21 (centres undefined)
  -3.6 | 17.6
> O=S(=O)(NC1CCCc2ccccc21)c1cnc[nH]1 (centres undefined)
  4.1 | 2.1
> O=C(c1cc(-c2cccc(O)c2)on1)N1CCOCC1
  5.8 | 6.6
> Cn1cc(C(=O)NCCN2CCN(c3cccc(Cl)c3)CC2)c2c3ccccc3n(C)c2c1=O
  2.4 | 14.3
> COC(=O)C1CCN(c2cc(=O)n(-c3ccccc3Cl)c(=O)[nH]2)CC1
  -1.8 | -2.5
> O=C(NCc1ccc2c(c1)OCO2)c1cc(S(=O)(=O)N2CCCCC2)ccc1F
  -0.5 | 9.8
> CC1Cn2c(nnc2-c2cccc(N)c2)S1 (centres undefined)
  1.8 | 12.9
> CCOC(=O)c1ccccc1NC(=O)CN(c1cccc(OC)c1)S(C)(=O)=O
  -4.8 | 6.3
> O=C(CCCn1c(=O)[nH]c2cc(Cl)ccc2c1=O)NCC1CCCO1 (centres undefined)
  8.1 | 26.4
> N#Cc1nn(-c2ccccc2)nc1N1CCCCC1
  13.3 | 3.4
> CSc1oc(-c2ccco2)nc1S(=O)(=O)c1ccc(Br)cc1
  0.6 | 16.5
> CCOC(=O)CC1=NS(=O)(=O)c2ccccc2N1
  5.5 | 26.9
> COc1ccccc1N1CCN(CCc2n[nH]c(=S)n2-c2ccccc2)CC1
  4.1 | 0.5
> COc1ccc(CNC(=O)C(C)OC(=O)c2cccn2C)cc1 (centres undefined)
  0.5 | -2.3
> Cc1onc(-c2ccccc2Cl)c1C(=O)N1CCN(c2nc3ccccc3s2)CC1
  -2.1 | 18.8
> CC1CCN(C(=O)CSc2nnc(Cc3cccn3C)n2-c2ccc(F)cc2)CC1
  -0.7 | 6.2
> CCOC(=O)Cc1[nH]nc2c1C(c1cccc(OC)c1OC)C(C#N)=C(N)O2 (centres undefined)
  0.5 | -7.5
> CCn1c(C)csc1=NC(=O)c1ccccc1O
  -2.2 | 9.7
> Cc1ccc(C)c(OCC(=O)Nc2cc(C)on2)c1
  3.0 | -2.7
> O=C(CC1(O)C(=O)N(CCc2ccccc2)c2ccccc21)c1ccco1 (centres undefined)
  16.6 | 1.4
> Cc1cc(Oc2ccc(-c3ccccc3)cc2)n2ncnc2n1
  -0.6 | -8.5
> CCOc1nc(Oc2cccc(C(=O)O)c2)nc(Oc2cccc(C(=O)O)c2)n1
  -5.6 | 1.4
> O=C(CCN1C(=O)C2C3C=CC(C3)C2C1=O)N1CCN(c2ccc(F)cc2)CC1 (centres undefined)
  5.5 | -3.7
> CCCNC(=O)Cn1cnc2sc(C(=O)N3CCN(CCC)CC3)c(C)c2c1=O
  0.5 | 7.1
> COc1ccc(C(c2nnnn2CCc2ccccc2)N2CCN(C)CC2)cc1OC (centres undefined)
  2.2 | -8.2
> Cc1c(N=Cc2ccco2)c(=O)n(-c2ccccc2)n1C
  12.4 | 0.6
> CC(=O)C(Sc1ncnc2c1nnn2-c1ccc(F)cc1)C(=O)N(C)C (centres undefined)
  6.3 | 8.5
> COc1ccc2c(c1)CCc1c(C(=O)NCc3ccc(F)cc3)noc1-2
  -3.5 | 4.7
> CCOc1ccc(C2CC(c3ccc(OC)cc3)n3ncnc3N2)cc1 (centres undefined)
  -6.2 | 7.4
> CC1(C)Cc2c(sc3c4nnnn4c4nnnn4c23)CO1
  8.9 | 13.4
> CC(=O)Nc1ccc(S(=O)(=O)N2CCN(C(=O)CCC3CCCC3)CC2)cc1
  2.9 | 0.0
> CCOC(=O)C1C(=O)NC(SC)=C(C#N)C1c1ccccc1F (centres undefined)
  -7.4 | 4.4
> O=C(NCc1ccccn1)C1CCN(S(=O)(=O)c2cnc[nH]2)CC1
  0.0 | -2.5
> COc1cccc(N(C(=O)Cn2nnc3ccccc32)C(C(=O)NCc2ccco2)c2cccnc2)c1 (centres undefined)
  6.3 | -7.0
> N#CCCCSC1=C(C#N)C(c2ccccc2Cl)CC(=O)N1 (centres undefined)
  5.3 | -0.3

(more compounds)
Results follow in this order: PostGolgi yeast | PostGolgi ctrl
> Cc1c(C(=O)O)oc2ccc(S(=O)(=O)N3CCC(C)CC3)cc12
  14.5 | -0.5
> Cn1c(Cn2c(=O)sc3ccccc32)nnc1SCC(=O)NC1CCCCC1
  2.9 | 8.3
> Cn1c(=O)c2c(nc(Sc3nc4ccccc4n3CC(=O)N3CCCCC3)n2C)n(C)c1=O
  -0.2 | 1.9
> CC1CN(c2nnnn2-c2ccccc2)CC(C)O1 (centres undefined)
  3.9 | -1.7
> COc1ccc(OC)c(Nc2nc(-c3ccc(O)c(O)c3)cs2)c1
  4.2 | 34.6*
> O=C(CSc1nc2c(c(=O)n1-c1ccccc1)SCC2)N1CCN(c2ccccc2)CC1
  -0.8 | 16.5
> O=C(COC(=O)CCC(=O)c1cccs1)Nc1ccc(S(=O)(=O)N2CCOCC2)cc1
  -5.2 | 41.0*
> COCCn1c(SCC(N)=O)nc2c(c1=O)SC(C)C2 (centres undefined)
  -18.1 | 3.9
> Cc1onc(-c2c(Cl)cccc2Cl)c1C(N)=O
  -2.6 | -3.0
> CCSC1(SCC)N=C(N)C2(C#N)C(c3ccc(OC)c(OC)c3OC)C12C#N (centres undefined)
  -3.7 | 7.1
> CCOC(=O)c1ccc(NC(=O)c2cc3ccccc3o2)cc1
  -5.2 | 4.5
> Cc1ccc(CCNC(=O)CCNS(=O)(=O)c2ccc3c(c2)oc(=O)n3C)cc1
  6.5 | 1.3
> c1csc(CSc2nc3ccccc3s2)c1
  -11.7 | -10.6
> O=C(NCc1ccc2c(c1)OCO2)C1CCC(CNc2c(N3CCCC3)c(=O)c2=O)CC1 (centres undefined)
  10.6 | -5.6
> NC(=O)c1sc2nc(N3CCCCC3)c3c(c2c1N)CCCC3
  -3.7 | 43.8*
> CCC(C)(C)n1nnnc1C(c1ccc(Cl)cc1)N1CCN(C)CC1 (centres undefined)
  -0.8 | -0.5
> O=C(c1ccc(N2CCCCS2(=O)=O)cc1)N1CCN(c2ccc(N3CCOCC3)nn2)CC1
  -1.4 | 6.2
> Cc1cc(C(=O)N2CCN(c3ccccn3)CC2)c(C)o1
  8.0 | 8.4
> CCOC(=O)C(C(=O)OCC)[C@@H]1CS(=O)(=O)C[C@H]1C(C(=O)OCC)C(=O)OCC
  -4.2 | 7.4
> O=C(NCc1ccccc1)NS(=O)(=O)c1ccccc1Cl
  30.4* | -3.9
> CCOc1ccc(CCNC(=O)CN2CCN(Cc3ccccc3C)C2=O)cc1OCC
  2.9 | 0.6
> CCOC(=O)N1CCN(c2ncnc3c2oc2nc(C(C)C)c4c(c23)CCC4)CC1
  8.7 | 3.5
> Nc1nc(Nc2ccccc2Br)nc(C(F)(F)F)n1
  3.3 | 9.9
> COc1ccccc1CCNC(=O)c1ccc(C)o1
  7.7 | 4.7
> Cc1sc2nc(SCC(=O)N3CCN(CCO)CC3)n(-c3ccccc3)c(=O)c2c1C
  4.5 | -3.9
> COc1cc(C(c2sc3nc(C)nn3c2O)N2CCc3ccccc3C2)cc(OC)c1OC (centres undefined)
  -4.6 | 6.2
> O=C(c1ccc(Cl)cc1)c1nnc(-c2ccncc2)o1
  -0.8 | 2.1
> O=C(NCc1cccnc1)c1cnc2sccn2c1=O
  1.3 | 9.6
> COc1ccc(Cn2nnnc2CN2CCC(c3nc4ccccc4s3)CC2)cc1
  4.8 | 26.5
> CC(C)(C)c1ccc(S(=O)(=O)N2CCCCC2C(=O)NCc2ccccn2)cc1 (centres undefined)
  5.7 | 17.5
> N#CC1=C(N)N(c2ccc(Br)cc2)C2=C(C(=O)CCC2)C1c1cccnc1 (centres undefined)
  4.2 | 19.4
> COC(=O)c1[nH]c(C)c(/C(O)=C2\C(=O)C(=O)N(CCN(C)C)C2c2cccc(OC)c2OC)c1C (centres undefined)
  -7.5 | 1.0
> O=C(NCCc1csc(-c2cccnc2)n1)c1cccs1
  1.0 | -3.0
> Cn1c(C(C#N)C(=O)Cc2cccc3ccccc23)nc2ccccc21 (centres undefined)
  -3.3 | 3.3
> COc1cc(/C=N/O)ccc1OCc1ccc(C(=O)O)cc1
  -5.5 | -12.3
> O=C(CSc1nnc(-c2ccccc2Cl)o1)N1CCCCC1
  3.5 | -3.4
> COc1ccc2c(c1)CC(C1(O)C(=O)N(C)c3ccccc31)C2=O (centres undefined)
  -3.5 | 7.6
> CCOC(=O)C1=C(C)N(CCO)C(=O)NC1c1ccccc1 (centres undefined)
  12.9 | 7.5
> Cc1nnc(SCCN2CCOCC2)n1-c1cccc(Cl)c1
  11.3 | 11.3
> Cc1ccc(-n2c(SCC(=O)NC3CCCCC3)nc3c(c2=O)SCC3)cc1
  -2.9 | 12.7
> Clc1ccccc1-c1nn2c(-c3ccccn3)nnc2s1
  9.9 | 18.1
> Cc1cc(N2CCC(C(=O)NC3CCCCC3)CC2)nc(-c2ccccc2)n1
  -3.3 | 4.6
> Cc1ccc(C2c3sc(=O)[nH]c3SC3C(=O)NC(=O)C32)cc1 (centres undefined)
  2.8 | 7.0

Quoted from the listing, two compounds:
Results follow in this order: PostGolgi yeast | PostGolgi ctrl
> CCOC(=O)C1=C(C)N(CCO)C(=O)NC1c1ccccc1 (centres undefined)
  12.9 | 7.5
> Cc1nnc(SCCN2CCOCC2)n1-c1cccc(Cl)c1
  11.3 | 11.3

In the list so far, these have a Cl atom.
Results follow in this order: PostGolgi yeast | PostGolgi ctrl
> O=C(c1ccccc1Cl)N1CCC(c2nc3c(nnn3Cc3ccco3)c(=O)[nH]2)CC1
  2.0 | 14.9
> O=C(Cn1cc2c(n1)CCCC2)NCc1cccc(Cl)c1
  -6.6 | 13.6
> C=CCOc1nc2c(c(=O)n(Cc3ccc(Cl)cc3)c(=O)n2C)n1C
  -9.7 | 3.0
> Cn1cc(C(=O)NCCN2CCN(c3cccc(Cl)c3)CC2)c2c3ccccc3n(C)c2c1=O
  2.4 | 14.3
> COC(=O)C1CCN(c2cc(=O)n(-c3ccccc3Cl)c(=O)[nH]2)CC1
  -1.8 | -2.5
> O=C(CCCn1c(=O)[nH]c2cc(Cl)ccc2c1=O)NCC1CCCO1 (centres undefined)
  8.1 | 26.4
> Cc1onc(-c2ccccc2Cl)c1C(=O)N1CCN(c2nc3ccccc3s2)CC1
  -2.1 | 18.8
> N#CCCCSC1=C(C#N)C(c2ccccc2Cl)CC(=O)N1 (centres undefined)
  5.3 | -0.3
> Cc1onc(-c2c(Cl)cccc2Cl)c1C(N)=O
  -2.6 | -3.0
> CCC(C)(C)n1nnnc1C(c1ccc(Cl)cc1)N1CCN(C)CC1 (centres undefined)
  -0.8 | -0.5
> O=C(NCc1ccccc1)NS(=O)(=O)c1ccccc1Cl
  30.4* | -3.9
> O=C(c1ccc(Cl)cc1)c1nnc(-c2ccncc2)o1
  -0.8 | 2.1
> O=C(CSc1nnc(-c2ccccc2Cl)o1)N1CCCCC1
  3.5 | -3.4
> Cc1nnc(SCCN2CCOCC2)n1-c1cccc(Cl)c1
  11.3 | 11.3
> Clc1ccccc1-c1nn2c(-c3ccccn3)nnc2s1
  9.9 | 18.1

The list is partial; count on the stated rates, not on these rows.
